# PTHR1 ag: activates the human parathyroid hormone receptor PTHR1. Q03431. HEK293 GP2 PTHR1 cells, GloSensor cAMP luminescence, 1 h. Potency, µM (series often up to 115 µM), without a hit: at the highest dose activation, usual class: activators. actives 0.075% (n = 410,000); further: nearly all actives have a fitted effect of over 55% in size; some results filed as inactive show a strong effect at the top dose; inactives centre near -15; many of its hits are not listed in these tables
#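 HEK-293-derived GP2 cells expressing PTHR1 and a GloSensor cAMP reporter, 3,000/well, plated overnight, given luciferin plus IBMX (each 0.5 mM as added) for 1 h at 37 °C, then compound for 1 h at 37 °C. Luminescence was read after 15 min at room temperature.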
# EPAC1 antag: blocks human EPAC1 exchange factor; EPAC1 GEF assay, Rap1b-BODIPY-GDP exchange fluorescence; Potency, µM (doses to about 115 µM), without a hit: at the highest dose activity change, negative = inhibition, usual class: inhibitors; actives 0.14% (n = 360,000);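 further: plate controls were vehicle for no effect and positive control for full effect; nearly all actives have a fitted effect of over 50% in size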
# Target sequence (O95398 whole entry, looked up): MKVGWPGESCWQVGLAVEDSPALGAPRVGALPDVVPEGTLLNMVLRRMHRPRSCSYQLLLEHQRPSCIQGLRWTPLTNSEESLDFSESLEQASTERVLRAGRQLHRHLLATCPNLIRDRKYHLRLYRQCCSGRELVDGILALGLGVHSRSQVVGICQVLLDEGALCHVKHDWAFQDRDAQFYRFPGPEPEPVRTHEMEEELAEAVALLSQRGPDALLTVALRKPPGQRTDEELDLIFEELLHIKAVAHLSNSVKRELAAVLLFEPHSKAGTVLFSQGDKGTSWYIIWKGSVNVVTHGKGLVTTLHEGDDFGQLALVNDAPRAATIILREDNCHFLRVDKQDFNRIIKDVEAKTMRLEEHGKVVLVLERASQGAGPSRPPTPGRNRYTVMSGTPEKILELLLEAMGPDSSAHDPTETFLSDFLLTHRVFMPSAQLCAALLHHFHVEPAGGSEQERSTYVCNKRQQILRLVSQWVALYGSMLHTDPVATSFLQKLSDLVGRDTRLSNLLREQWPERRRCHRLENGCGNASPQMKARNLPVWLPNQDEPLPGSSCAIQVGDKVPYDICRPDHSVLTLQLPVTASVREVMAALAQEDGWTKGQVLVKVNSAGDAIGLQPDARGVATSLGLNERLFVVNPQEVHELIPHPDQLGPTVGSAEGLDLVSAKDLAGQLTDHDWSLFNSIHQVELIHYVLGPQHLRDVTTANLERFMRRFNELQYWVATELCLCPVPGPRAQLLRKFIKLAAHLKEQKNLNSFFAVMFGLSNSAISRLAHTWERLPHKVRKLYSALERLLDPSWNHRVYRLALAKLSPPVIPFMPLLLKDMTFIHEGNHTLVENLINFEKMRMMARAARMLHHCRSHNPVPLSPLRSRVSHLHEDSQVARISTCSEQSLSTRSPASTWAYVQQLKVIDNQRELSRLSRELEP
# TDP-43 yeast inh: TDP-43 toxicity inhibition in yeast. TDP-43 expressing yeast growth rescue, BacTiter-Glo, 24 h. actives 1.8% (n = 410,000). Potency, µM (doses to about 46.1 µM), for the others: at the highest dose growth rescue (activation), actives largely listed as activators; further: % of control where 0% means no effect; nearly all actives have a fitted effect of over 50% in size
#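 Growth rescue of TDP-43-toxic yeast measured as ATP luminescence (BacTiter-Glo). Cells grown to mid-log in raffinose, induced in galactose at OD600=0.02, exposed to compound 24 hr at 30 deg C.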
# aSyn rescue: rescues yeast growth from alpha-synuclein toxicity | Yeast expressing alpha-synuclein, growth rescue, BacTiter-Glo, 24 h | Potency, µM (highest dose often 46.1 µM), for inactives: top-dose growth rescue (activation), most hits filed as activators | actives 0.14% (n = 370,000); further: % of control where 0% means no effect; nearly all actives have a fitted effect of over 65% in size
#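 Readout is rescue of growth in alpha-synuclein-expressing yeast, so inhibitors of toxicity appear as activators. Growth after 24 hr at 30 deg C in galactose medium is quantified by luminescence.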
# EPAC2 antagonist: blocks human EPAC2 exchange factor | Potency, µM (titrated, usually from 114 µM), for the others: top-dose activity, negative = inhibition, hits mostly inhibitors | Q8WZA2 | AID 720708 | actives 0.18% (n = 360,000) | EPAC2 GEF exchange of Rap1B-BODIPY-GDP, fluorescence; further: on the % scale 0 is the no-effect control and ±100 the full control effect; nearly all actives have a fitted effect of over 45% in size; many of its hits are not listed in these tables
# EPAC2 agonist: EPAC2 (human) agonism; EPAC2 activation, biochemical qHTS; response scale: 100% = 6.5 mM cAMP response; Potency, µM (highest dose often 154 µM), for inactives: at the highest dose activation, usual class: activators; actives 0.079% (n = 360,000); AID 720711; Q8WZA2; further: nearly all actives have a fitted effect of over 50% in size
#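 Exchange assay: 100 nM EPAC2 with 250 nM Rap1B-BODIPY-GDP and 50 uM GDP. Fluorescence (ex 480/em 540 nm) read every 5 min for 30 min at room temperature. Data normalized to 6.5 mM cAMP as agonist control.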
# EPAC1 agonist: activates human EPAC1 exchange factor | O95398 | EPAC1 agonist qHTS, biochemical assay; response scale: 100% = response to 6.5 mM cAMP | Potency, µM (top dose mostly 154 µM), for the others: top-dose activation, usual class: activators | actives 0.073% (n = 360,000); further: nearly all actives have a fitted effect of over 60% in size
#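 Read-out is the fluorescence drop as BODIPY-GDP leaves Rap1B (480 nm excitation, 540 nm emission), recorded every 5 minutes over 30 minutes. Reactions held 100 nM EPAC1, 250 nM Rap1B–BODIPY-GDP and 50 uM GDP, with 6.5 mM cAMP setting full activation.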
# FUS suppressor: suppressors of FUS proteinopathy in yeast; S. cerevisiae FUS-expressing, growth rescue, OD600, 24 h; Potency, µM (doses to about 76.6 µM), inactives show at the top dose growth rescue (activation), most hits filed as activators; actives 0.24% (n = 390,000);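 further: plate controls were DMSO vehicle for no effect and reference control for full effect; nearly all actives have a fitted effect of over 55% in size; some results filed as inactive show a strong effect at the top dose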
#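 Absorbance at 600 nm, taken 24hr after compound addition, measured rescue of FUS-yeast growth at 30C. Induction used 2% galactose with seeding at OD 0.005. Controls: CP55940 from 92uM final, DMSO only.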
# * marks the source's active call; other numbers are inactive results; i = inactive; ? = inconclusive; · = not tested or not shown; [ ] = another dose, or the depositor's remark. The call rests on the fitted dose curve; in most records, active means well fitted curve in the direction sought with a large enough effect; inconclusive means small, poorly fitted or top-dose-only effect, or another doubt; inactive means no such curve, though single readings can be large; an effect the other way counts as inactive or inconclusive. Potency means the concentration at half of the fitted maximal effect. These rows are one share of the data (hit frequency here may not be typical).
# Each structure is followed by: PTHR1 ag	EPAC1 antag	TDP-43 yeast inh	aSyn rescue	EPAC2 antagonist	EPAC2 agonist	EPAC1 agonist	FUS suppressor
O=C(Nc1nnc([C@@H]2C[C@H](O)[C@@H](CO)O2)s1)Nc1ccccc1C(F)(F)F
    0%	0%	-3%	-7%	7%	8%	-24%	-15%
O=[N+]([O-])c1cc(S(=O)(=O)Nc2cccc(Cl)c2)ccc1N/N=C/c1ccc(N2CCOCC2)cc1
    -6%	-4%	8%	-10%	-12%	-3%	13%	-15%
COc1cc(C2Nc3ccccc3NC3=C2C(=O)CC(c2ccc(OC)c(OC)c2)C3)ccc1O (stereo not drawn)
    i	-5%	-24%	-8%	2%	0%	-1%	22%
O=C(Nc1ccccc1C(=O)N1CCOCC1)c1cccnc1
    i	-1%	-8%	0%	5%	-3%	-2%	-8%
Cc1cccc(CCNC(=O)C2CCN(S(=O)(=O)N3CCOCC3)CC2)c1
    i	-13%	6%	1%	-16%	3%	-1%	-17%
COC(=O)CCC(=O)c1oc2ccc(OC)cc2c1N
    -39%[inhibitor][57.5 µM]	7%	27%	11%	-5%	8%	10%	4%
Cn1c(COc2ccc3ccccc3c2)nnc1SCC(=O)OC1CCCCC1
    -9%[57.5 µM]	-12%	?	16%	-2%	-31%[inhibitor][15.6 µM]	14%	?
CCOc1ccccc1-n1c(SCC(=O)N2CCCC2)nnc1-c1ccc(O)cc1
    -24%[57.5 µM]	6%	-7%	7%	-1%	2%	12%	-1%
COc1ccc(C/C(C)=N/NC(=O)c2ccc(C)cc2C)cc1
    i	4%	-3%[0.397 µM]	8%	2%	5%	7%	-8%
Cc1cccc(C)c1C(O)c1ncc(-c2ccccc2C(F)(F)F)[nH]1 (stereo not drawn)
    -13%	-12%	6%	-9%	-19%	-7%	-16%	-13%
CC(=O)n1c(-c2ccccc2)c(-c2ccccc2)n(C)c1=O
    -41%[inhibitor]	12%	13µM*	-7%	-3%	7%	-8%	-18%
CCCC(=O)Nc1ccc(Cl)c(NC(=O)c2ccc([N+](=O)[O-])cc2Cl)c1
    i	0%	4%	-5%	8%	3%	-2%	19%
O=C(CNC(=O)C1CCCCC1)NC1=NCCS1
    i	12%	-14%	9%	9%	6%	6%	-7%
CSCC[C@H](NC(=O)OC(C)(C)C)C(=O)NCC1CCC(C(=O)N[C@@H](Cc2ccccc2)C(=O)O)CC1 (stereo partly drawn)
    i	5%	-5%	-1%	1%	-4%	2%	19%
COc1ccccc1NC(=O)C(=O)NCC(c1ccco1)N1CCc2ccccc2C1 (stereo not drawn)
    i	-21%	26%	0%	-2%	1%	-9%	28%
O=C1CCN1C1(C(=O)NC2CCCCC2)CCCC1
    -24%	12%	-21%	2%	4%	-3%	1%	·
CCOc1ccc(-c2nnc3ccc(SCC(=O)Nc4nc5ccccc5s4)nn23)cc1
    i	1%	-17%	1%	13%	-12%	-8%	12%
CC(C)Nc1nc(NCCOc2ccccc2)c2sccc2n1
    -27%	-14%	17%	?	-4%	7%	-6%	-8%
Cc1cccc(NC(=O)c2ccc(NC(C)c3ccccc3)c([N+](=O)[O-])c2)n1 (stereo not drawn)
    -24%	-4%	-10%	-4%	-16%	12%	-1%	-31%
COc1ccccc1C(CNC(=O)CCNS(=O)(=O)c1ccc(Br)cc1)N1CCCC1 (stereo not drawn)
    -1%	-12%	-26%	-5%	3%	11%	8%	34%
NS(=O)(=O)c1ccc(NC(=O)CSc2nc3ccccc3[nH]2)cc1
    -9%	18%	13%	10%	-1%	-2%	0%	5%
O=S(=O)(c1ccc(-c2ccccc2)cc1)N1CCCCC1
    -35%[inhibitor]	-5%	16%	4%	0%	11%	4%	1%
O=C(O)c1ccc2c(c1)C(=O)N(c1ccccc1-c1ccccc1)C2=O
    i	-11%	-14%[0.397 µM]	-3%	10%	1%	-4%	20%
CCOc1ccc(NC(=O)CN2C(=O)COc3ccc(S(=O)(=O)N4CCCCC4)cc32)cc1
    i	10%	-3%	-7%	-3%	4%	11%	-5%
O=C(c1ccc(=O)[nH]c1)N1CCCc2ccccc21
    i	-27%	9%	0%	12%	3%	2%	-12%
CCOC(=O)Nc1ccc2nc(N3CCCCCC3)sc2c1
    -22%	-4%	3%	11%	-13%	13%	12%	-15%
Cc1ccc(S(=O)(=O)Nc2ccc(F)c(F)c2O)cc1
    -43%[inhibitor]	4%	9%	-1%	?	3%	7%	9%
C[C@@H](O)Cc1cn(CC(=O)NCCCCCCCCCCC(=O)N2CCNCC2)nn1
    -9%	-8%	-9%	1%	8%	2%	-13%	-1%
O=C(Nc1nc2ccccc2[nH]1)c1cccc(S(=O)(=O)N2CCOCC2)c1
    i	7%	-17%	1%	10%	10%	6%	·
NC(=O)CSc1c[nH]c2ccccc12
    i	0%	-1%	-1%	10%	-2%	4%	10%

# (cont.)
# Each structure is followed by: PTHR1 ag	EPAC1 antag	TDP-43 yeast inh	aSyn rescue	EPAC2 antagonist	EPAC2 agonist	EPAC1 agonist	FUS suppressor
CCOC(=O)[C@H]1[C@H]2COc3cc(OC)ccc3[C@@H]2N2C(=O)N(c3ccc(Cl)cc3)C(=O)[C@@]12C
    8%	5%	-8%	-18%	6%	19%	3%	?
CCCOc1ccccc1/C=N/Nc1ccnc(=O)[nH]1
    -2%	-1%	-3%	-3%	10%	10%	8%	18%
Cc1ccc(NC(=O)COC(=O)C2COc3ccccc3O2)cc1 (stereo not drawn)
    -14%	25%	7%	6%	8%	9%	-5%	-12%
COCC(=O)Nc1ccc(N2CCOCC2)c(S(=O)(=O)Nc2ccc(OC)cc2)c1
    -23%	-1%	17%	3%	-5%	4%	1%	5%
COc1ccc(-c2csc(C)n2)cc1OC
    -10%[57.5 µM]	-5%	?	0%	4%	-1%	11%	6%
CCC(C)C(NC(=O)c1ccc(Cl)cc1)C(=O)O (stereo not drawn)
    i	0%	1%	0%	0%	9%	1%	-7%
O=C(NCCCN1CCCC1=O)c1cc(-c2ccc(F)cc2)nc2ccccc12
    14%	-17%	6%	-3%	-19%	12%	2%	28%
Cc1cnc(C(=O)Nc2ccc(S(=O)(=O)NCC(C)C)cc2)cn1
    i	-17%	-14%	-7%	10%	2%	-3%	0%
COc1ccc(OC)c(S(=O)(=O)N2CCC(C(=O)NC3CCCCC3)CC2)c1
    -18%	4%	-6%	3%	5%	3%	0%	-1%
CCC(C)C(NC(=O)OC(C)(C)C)C(=O)NC(C(=O)N1CCCC1C(N)=O)C(C)CC (stereo not drawn)
    i	-9%	9%	8%	-2%	4%	7%	7%
O=C(CSc1nnc(-c2cccnc2)n1Cc1ccco1)c1ccccc1
    i	44%[activator]	25%	0%	-2%	-6%	4%	10%
CC(=O)c1cccc(S(=O)(=O)N(Cc2cc3cc4c(cc3[nH]c2=O)OCCO4)CC2CCCO2)c1 (stereo not drawn)
    -12%[57.5 µM]	1%	-7%	-7%	8%	2%	-10%	10%
CCOC(=O)N1CCN(C(=O)C(C)c2ccc([N+](=O)[O-])cc2)CC1 (stereo not drawn)
    1%	-2%	9%	13%	13%	1%	-4%	12%
COc1ccccc1NC(=O)N1CCN(C)CC1
    -14%	2%	-8%[0.397 µM]	-7%	4%	3%	3%	-15%
O=C(CCCN1C(=O)c2ccccc2C1=O)Nc1c(C(=O)C2CC2)oc2ccccc12
    -4%	13%	23%	-2%	8%	0%	-7%	-14%
COc1ccccc1N(C)S(=O)(=O)c1ccc(C(=O)Nc2cc(F)ccc2C)cc1
    -17%	-7%	20%	15%	?	4%	14%	?
O=c1[nH]c(=S)c2c(n1-c1ccccc1)CCC2
    i	16%	0%	0%	0%	5%	5%	3%
CC(C)(C)OC(=O)C[C@@H]1C/C=C\C[C@@H](CC(=O)N[C@H](CO)Cc2ccccc2)C(=O)NC[C@H](c2ccccc2)OC1=O
    -23%	-2%	10%	0%	-13%	-5%	-16%	12%
C#CCn1c(CCNC(=O)c2ccco2)nc2ccccc21
    i	-14%	5%	0%	5%	12%	3%	-13%
O=C(N/N=C/c1ccc(-c2cccc([N+](=O)[O-])c2)o1)c1cccs1
    i	-22%	27%	-3%	1%	-1%	-12%	14%
O=C(NCc1cccs1)Nc1cc(Cl)ccc1Cl
    -1%	3%	23%	-4%	-2%	5%	0%	0%
CCn1c(C)nc2cc(C(=O)OC)ccc21
    -20%	16%	13%	-9%	1%	-3%	16%	-13%
CCCc1nc2c(c(=O)c3ccccc3n2C)c(=O)n1-c1cc(C)cc(C)c1
    -7%	-7%	9%	16%	1%	-4%	3%	16%
CC1CN(C(=O)c2ccccc2C(=O)c2ncc[nH]2)CC(C)O1 (stereo not drawn)
    i	6%	9%	1%	-2%	8%	5%	-18%
O=C(COc1ccc(F)c(Cl)c1)N1CCN(c2ccccn2)CC1
    -17%	-13%	-13%	1%	-1%	3%	16%	·
Cc1ccc(S(=O)(=O)CNC(=O)c2ccccc2)cc1
    i	0%	0%	-3%	-5%	-4%	-3%	-3%
O=C1CC(c2ccccc2)N1c1ccccc1 (stereo not drawn)
    -14%[57.5 µM]	4%	25%	3%	-3%	-2%	4%	-1%
COc1ccccc1NS(=O)(=O)c1c(C)[nH]c(C)c1C(=O)N1CCCC1
    -3%	-3%	-8%	-8%	5%	-1%	2%	-17%
S=C(CN1CCCC1=S)N1CCOCC1
    i	9%	-24%	-13%	-2%	13%	4%	-10%
OCCNc1nc(N2CCN(Cc3ccccc3)CC2)nc2ccccc12
    i	6%	?	9%	-2%	8%	5%	33%
O=C1NC(=S)SC1=C1CCCCCC1
    i	10%	?	2%	15%	1%	8%	1%

# Single values from above.
# EPAC1 antag, O=C(Nc1ccccc1C(=O)N1CCOCC1)c1cccnc1 → -1%
# TDP-43 yeast inh, O=[N+]([O-])c1cc(S(=O)(=O)Nc2cccc(Cl)c2)ccc1N/N=C/c1ccc(N2CCOCC2)cc1 → 8%
# EPAC1 agonist, O=c1[nH]c(=S)c2c(n1-c1ccccc1)CCC2 → 5%

# Whole records as entered above:
# Entry for `O=C(Nc1nnc([C@@H]2C[C@H](O)[C@@H](CO)O2)s1)Nc1ccccc1C(F)(F)F` : PTHR1 ag: 0%; EPAC1 antag: 0%; TDP-43 yeast inh: -3%; aSyn rescue: -7%; EPAC2 antagonist: 7%; EPAC2 agonist: 8%; EPAC1 agonist: -24%; FUS suppressor: -15%
# Entry for `Cc1cccc(C)c1C(O)c1ncc(-c2ccccc2C(F)(F)F)[nH]1` (stereo not drawn) : PTHR1 ag: -13%; EPAC1 antag: -12%; TDP-43 yeast inh: 6%; aSyn rescue: -9%; EPAC2 antagonist: -19%; EPAC2 agonist: -7%; EPAC1 agonist: -16%; FUS suppressor: -13%

# Source: PubChem BioAssay
